# Screens deposited in PubChem BioAssay by several laboratories.
# procasp7 counter: procaspase-7 activators, primary screen, counter-screen for procaspase-3 activator project, biochemical, absorbance, HTS, human; Caspase-7 (Homo sapiens), P55210; recombinant procaspase-7, Ac-DEVD-pNA absorbance 405 nm; D23A/D198A/D206A triple mutant, cannot self-cleave; scale: DMSO 0, 5 µM enzyme 100; activation, % at 8.5 µM; actives 0.093% (n = 330,000);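 active means percent activation above the screen-wide mean plus 3 SD, cut at about 25% in these data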
# Target sequence (P55210 whole entry D23A/D198A/D206A): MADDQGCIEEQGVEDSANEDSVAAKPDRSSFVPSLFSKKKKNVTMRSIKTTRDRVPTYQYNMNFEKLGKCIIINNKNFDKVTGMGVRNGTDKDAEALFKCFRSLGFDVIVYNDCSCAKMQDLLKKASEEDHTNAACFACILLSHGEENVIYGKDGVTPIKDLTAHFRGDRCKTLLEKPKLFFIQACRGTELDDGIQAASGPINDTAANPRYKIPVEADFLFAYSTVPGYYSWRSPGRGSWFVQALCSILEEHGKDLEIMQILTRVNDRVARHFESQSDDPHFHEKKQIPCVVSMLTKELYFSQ
#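 Material: Procaspase-7 triple mutant (PC-7 D3A) | Quantity: 2 µM procaspase-7 mutant as dispensed | Reagent: DEVD-pNA substrate | Times: 1 h preincubation, 2 h reaction | Technique: 405 nm absorbance of p-nitroaniline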
# procasp3 activ: activators of human procaspase-3 D3A mutant, primary screen, biochemical, absorbance, PC-3 D3A mutant, single concentration; recombinant procaspase-3 D3A, Ac-DEVD-pNA absorbance 405 nm; activation, % at 8.5 µM; actives 0.11% (n = 330,000);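 active means activation above the mean of all tested compounds plus 3 SD, cut at about 21% in these data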;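 further: 0% = DMSO alone and 100% = DMSO wells spiked with extra 5 µM PC-3 D3A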
# Target sequence (P42574 whole entry D9A/D28A/D175A): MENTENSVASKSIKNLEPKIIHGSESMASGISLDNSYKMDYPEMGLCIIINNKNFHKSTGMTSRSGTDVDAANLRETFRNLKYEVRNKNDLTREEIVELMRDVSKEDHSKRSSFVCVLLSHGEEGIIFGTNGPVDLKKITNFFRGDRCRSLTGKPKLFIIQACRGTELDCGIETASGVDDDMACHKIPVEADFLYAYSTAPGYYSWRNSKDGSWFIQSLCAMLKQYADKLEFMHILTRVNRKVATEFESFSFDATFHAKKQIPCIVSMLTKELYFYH
#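 material = Procaspase-3 D3A mutant | probe or stimulus = Ac-DEVD-pNA | compound = single dose, 8.5 µM nominal compound, 0.8% DMSO | timing = 1 h preincubation, 2 h reaction | measured by = 405 nm absorbance of p-nitroaniline, reads at 0 and 120 min | benchmarks = DMSO-only low control, 5 µM PC-3 D3A high control | repeats = singlicate, each compound tested once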
# LAP4-GFP MLPCN: modulators of LAP4-GFP expression in yeast, primary screen, S. cerevisiae, multiplex flow cytometry, MLPCN library; GFP response vs DMSO, % at 10 µM; 3 h; median GFP as percent of DMSO wells; AID 2023, 2009; actives 0.34% (n = 320,000);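 active means GFP response vs DMSO above a set limit, about the screen mean plus 3 SD, cut at about 150% in these data; inconclusive means under 70 cell events counted for the yeast strain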
# GASC-1 inh: inhibitors of GASC-1 histone demethylase, primary screen, biochemical, fluorescence, DELFIA europium; GST-JMJD2C(1-420) H3K9me3 demethylation; AID 2099, 2009; inhibition, % at 2.35 µM; actives 0.069% (n = 330,000); Lysine-specific demethylase 4C (Homo sapiens), Q9H3R0;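 active means more than half of a compound's replicate wells show inhibition beyond 50%, single wells judged on their own value; inconclusive means some, but no more than half, of replicates pass 50% inhibition; inactive means no replicate passes 50% inhibition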;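 further: signal counts dimethyl H3K9 product captured on neutravidin plate; 0% = median of DMSO wells and 100% = 0.3 times that DMSO median; strong numbers were not always called active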
# Target sequence (Q9H3R0 1-420 limits assumed): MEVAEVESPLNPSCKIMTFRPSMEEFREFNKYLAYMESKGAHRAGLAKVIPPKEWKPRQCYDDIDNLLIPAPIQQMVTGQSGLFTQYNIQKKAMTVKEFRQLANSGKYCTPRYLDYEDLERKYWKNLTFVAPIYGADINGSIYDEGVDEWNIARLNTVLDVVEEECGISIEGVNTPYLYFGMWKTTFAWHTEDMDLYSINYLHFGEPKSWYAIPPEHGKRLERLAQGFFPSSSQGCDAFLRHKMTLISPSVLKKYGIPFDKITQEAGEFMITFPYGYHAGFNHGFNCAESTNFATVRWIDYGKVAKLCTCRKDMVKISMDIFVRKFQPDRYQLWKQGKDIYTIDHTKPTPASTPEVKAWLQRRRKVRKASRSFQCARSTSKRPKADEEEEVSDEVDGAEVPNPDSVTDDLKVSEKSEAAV
# CR mimetic SO: reduction of superoxide in aged yeast, primary screen, HTS; S. cerevisiae aged cells, superoxide DHE fluorescence; active compounds read low; actives 0.18% (n = 330,000); superoxide response (% of plate mean), % at 10 µM;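 active means superoxide response under a set limit, about three screen SD below normal, cut at about 65% in these data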;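 further: yeast aged for seven days with compound at 30 °C before DHE staining; 100% = average MFI of all compound-treated wells on the plate with controls excluded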
# MEP2-GFP yeast: modulators of MEP2-GFP levels in yeast, primary screen, S. cerevisiae, multiplex flow cytometry, MLPCN library; actives 0.51% (n = 330,000); GFP response vs DMSO, % at 10 µM; S. cerevisiae MEP2-GFP strain, 3 h; 100% = DMSO control level;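 active means GFP response versus DMSO above a set limit, roughly screen mean plus 3 SD, cut at about 180% in these data; inconclusive means fewer than 70 cells counted for a yeast strain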;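 further: median GFP fluorescence of the barcode-gated MEP2-GFP cells per well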
# AHR activator: AHR activators, primary screen, cell-based, luminescence, luciferase reporter, human. Aryl hydrocarbon receptor (Homo sapiens), P35869. AHR-responsive luciferase reporter cells. activation, % at 5 µM. actives 2.5% (n = 320,000); in the data active means activation above about 47%;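 further: 0% = vehicle wells and 100% = reference agonist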
# RPL19A TOR yeast: RPL19A-GFP expression modulators in yeast, primary screen, cell-based, S. cerevisiae, multiplex flow cytometry, MLPCN. S. cerevisiae RPL19A-GFP strain, 3 h; active compounds read low. AID 2025, 2009. percent response vs DMSO, % at 10 µM. actives 0.3% (n = 330,000);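 active means percent response vs DMSO below 50%; inconclusive means fewer than 70 events counted for the yeast strain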;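 further: median channel GFP fluorescence of the barcoded RPL19A-GFP strain; ratio of sample median GFP to plate DMSO average so 100% = DMSO; lower means less RPL19A-GFP as with rapamycin TOR inhibition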
# Starred values were filed as active, the others as inactive; ? = inconclusive; . = not tested or not shown.
# The first 3 compounds, to show the layout:
SMILES	CR mimetic SO	AHR activator	GASC-1 inh	MEP2-GFP yeast	RPL19A TOR yeast	procasp3 activ	procasp7 counter	LAP4-GFP MLPCN
C/C(=N/NC(=O)c1ccncc1)c1ccccc1	102.0	13.2	0.1	101.8	99.6	2.1	0.0	82.6
CN(c1ccccc1)S(=O)(=O)c1nnc(NC(=O)C2CCCCC2)s1	75.8	0.2	-27.5	98.7	101.3	-3.4	0.7	91.2
CC1(C)NC(C)(C)c2nonc2/C1=N\O	80.5	-3.1	9.0	99.8	99.2	7.8	11.3	101.7

# Results, from the first entry:
SMILES	CR mimetic SO	AHR activator	GASC-1 inh	MEP2-GFP yeast	RPL19A TOR yeast	procasp3 activ	procasp7 counter	LAP4-GFP MLPCN
C/C(=N/NC(=O)c1ccncc1)c1ccccc1	102.0	13.2	0.1	101.8	99.6	2.1	0.0	82.6
CN(c1ccccc1)S(=O)(=O)c1nnc(NC(=O)C2CCCCC2)s1	75.8	0.2	-27.5	98.7	101.3	-3.4	0.7	91.2
CC1(C)NC(C)(C)c2nonc2/C1=N\O	80.5	-3.1	9.0	99.8	99.2	7.8	11.3	101.7
COc1ccc(NC(=O)Nc2cccc3c2O[C@H](CN(C)C(=O)NC2CCCCC2)[C@@H](C)CN([C@H](C)CO)C3=O)cc1	81.0	-0.5	.	96.4	96.7	2.3	-2.8	107.1
CCOP1(=O)OCC2OC(n3cnc4c(N)ncnc43)C(O)C2O1 (stereo unspecified)	101.6	-4.9	-1.1	98.5	102.8	-6.9	-0.9	103.1
COc1cccc(/C=C2\SC(=O)N(CCC(=O)NCCCn3ccnc3)C2=O)c1	82.8	1.1	-7.7	101.0	101.5	0.7	-0.6	96.6
O=C(CC1SC(=Nc2ccccc2)N(CCc2c[nH]c3ccccc23)C1=O)Nc1ccccc1F (stereo unspecified)	104.1	12.0	-8.4	105.4	103.0	8.8	-2.0	93.7
COc1ccccc1C(c1nnnn1C(C)(C)C)N1CCN(Cc2ccncc2)CC1 (stereo unspecified)	110.5	16.4	-1.4	100.0	97.3	-9.4	0.3	94.8
CCCCC1CCC(C(=O)OCC(=O)N(CCOC)c2c(N)n(Cc3ccccc3)c(=O)[nH]c2=O)CC1 (stereo unspecified)	81.7	-1.2	0.3	90.8	92.7	-1.3	2.2	93.5
CCn1c(Oc2cccc(Br)c2)nc2c1c(=O)n(C)c(=O)n2C	89.7	29.1	-2.0	113.4	103.5	12.3	-9.8	97.2
CCCOc1ccc(/C=C/C(=O)N2CCOCC2)cc1	93.2	2.1	-9.4	111.2	104.3	-0.6	15.6	98.5
CC(=O)c1c(C)[nH]c(C(=O)OCC(=O)Nc2ccc(Cl)c(S(=O)(=O)N(C)C)c2)c1C	101.0	3.3	20.9	95.3	92.0	6.5	17.8	86.5
N#Cc1ccc(C(=O)Nc2cc(-c3ccc(F)cc3)nn2-c2ccccc2)cc1	92.9	2.1	-0.9	93.0	96.9	5.1	5.7	123.4
Cc1cc(C)nc(SCc2cnc(C)nc2N)n1	96.3	2.2	-44.5	99.7	93.9	-1.6	-0.7	94.4
NC(=O)COC(=O)c1ccccc1Nc1ccc(SC(F)F)cc1	105.7	15.1	0.1	104.6	103.8	9.3	-1.1	98.1
O=C(c1ccccc1)N1CCN(S(=O)(=O)c2cccc(NS(=O)(=O)c3ccccc3)c2)CC1	99.6	3.6	12.8	99.2	95.4	1.9	-5.0	101.3
CCc1nnc(NC(=O)c2sc3nc4cc(C)ccc4cc3c2N)s1	125.6	8.6	-7.5	106.6	94.6	-5.6	4.4	101.8
C=CCOn1c(=O)c(-c2ccc(OC)c(OC)c2)[n+]([O-])c2ccccc21	77.0	35.2	-7.0	106.9	97.7	0.4	-3.3	100.8
Brc1ccc(-c2nnc(-c3cccnc3)c3conc23)cc1	123.8	25.6	-17.9	103.5	95.5	-4.2	-2.6	125.3
N#CC1=C(N)N2C(=C(C#N)C1c1ccccc1)Sc1ccccc12 (stereo unspecified)	108.8	88.4*	5.8	97.3	.	-8.8	-0.1	99.9
CNC(=S)N(CCc1c(C)[nH]c2ccc(C)cc12)Cc1cccnc1	99.0	34.0	-5.1	114.1	100.4	1.0	-3.4	101.5
O=C(/C=N/NC(=O)c1ccccc1Br)c1ccccc1	82.1	-0.8	-4.6	104.4	100.9	0.5	6.4	106.1
CCn1c(=O)c2ccccc2n2c(SCC(N)=O)nnc12	96.8	0.1	4.8	108.4	103.1	10.1	14.2	99.4
COc1ccc(CN2C(=O)CNC2=S)cc1	86.8	2.3	4.7	104.7	103.0	-2.0	-8.5	93.5
O=C(c1cc2ccccc2oc1=O)N(Cc1cccc(Br)c1)C1CCS(=O)(=O)C1 (stereo unspecified)	94.8	1.2	-12.9	101.1	101.5	7.3	3.4	106.7
CNc1nc(-c2ccc3c(c2)CCN3C(=O)c2ccccc2F)c(C)s1	93.1	-6.6	-2.3	108.1	97.3	-1.8	-8.6	125.2
S=C(Nc1ccccc1)N1CCN(C(=S)c2ccccc2)CC1	101.5	6.9	-4.8	99.1	100.2	-5.7	0.5	106.4
N#Cc1ccc(C2=NC(C(F)(F)F)(C(F)(F)F)c3c(n(Cc4ccco4)c(=O)[nH]c3=O)N2)cc1	99.1	-2.7	7.2	101.2	102.2	2.5	-3.1	94.0
O=C1C2C(C(=O)N1c1ccccc1)N1CCCN1C2c1ccccc1 (stereo unspecified)	95.3	0.2	-2.1	97.3	95.6	-2.7	-4.9	106.0
O=C(c1cc(-c2ccc(Cl)cc2)nc2ccccc12)N1CCOCC1	95.4	15.4	8.2	86.0	86.6	8.5	-2.0	97.3
c1cc2c3c(cccc3c1)NC1(CCCCCC1)N2	111.0	16.2	-22.8	102.5	95.5	11.1	-9.6	100.5
O=C(CN1CCN(S(=O)(=O)c2ccc(Cl)s2)CC1)N1CCOCC1	100.7	0.4	8.8	102.8	101.7	-1.3	9.1	102.8
COc1ccc(Cl)cc1NC(=O)Nc1ccc(Br)cn1	114.7	29.3	18.6	109.3	101.3	11.7	6.9	106.8
COc1ccc(NC(=O)/C(=C\c2cccs2)NC(=O)c2ccco2)cc1	84.3	3.8	-7.0	105.6	105.1	8.9	-1.1	106.3
Clc1nc2c(ccc3ccccc32)[nH]1	76.9	12.1	-0.7	97.9	96.7	-0.8	3.3	113.2
CCCCNC(=O)Cn1c(=O)c2c(ncn2CCC(C)C)n(Cc2ccccc2)c1=O	86.9	2.1	.	107.1	112.8	-4.7	-3.9	99.7
COc1ccc(N2CCN(CC(=O)NC(=O)NCc3ccccc3)CC2)cc1	103.5	0.8	14.6	125.9	104.8	-4.1	-4.7	127.0
COc1ccc(-c2csc(Cc3nnc4n3CCCCC4)n2)cc1	109.8	1.2	-0.7	99.1	98.4	11.1	0.4	101.2
CCOc1cccc(-c2cc(C(=O)N3N=C(C)CC3(O)C(F)F)c3ccccc3n2)c1 (stereo unspecified)	117.0	12.4	-42.3	106.0	107.1	4.6	10.1	105.0
CCCCCCCCCCOC(=O)c1csc2nnsc12	98.2	-0.2	-28.8	95.4	96.2	5.5	10.5	98.5
CN1CCC(N(C)S(=O)(=O)c2ccc(NC(=O)COc3cccc(Cl)c3)cc2)CC1	91.3	1.1	6.1	98.0	98.4	5.2	3.2	100.2
COc1cc2ccccc2cc1C(=O)Nc1ccccc1N1CCCC1	99.4	19.3	-3.7	96.5	92.4	4.0	1.9	108.0
Cc1cc(-c2nc(C)c(C(=O)NNS(=O)(=O)c3ccc(Cl)cc3Cl)s2)no1	86.5	8.0	-29.1	95.4	97.7	-2.5	-13.3	97.5
O=C(CN1C(=O)c2ccccc2S1(=O)=O)c1cccc(Br)c1	79.4	7.8	21.7	95.4	104.6	6.8	2.0	77.2
Cc1ccc(-c2nnnn2-c2ccccc2C(=O)O)cc1	108.0	-2.5	-11.8	105.3	100.0	-6.7	-3.2	103.9
C/C(=N\NC(=O)c1cccc([N+](=O)[O-])c1)c1ccncc1	104.2	78.3*	4.7	106.2	99.8	1.2	1.4	98.2
CN1CCN(C2CCN(c3cccc(Cl)c3)CC2)CC1CCO (stereo unspecified)	97.6	.	1.0	101.6	102.2	.	.	97.4
CCOC(=O)c1c(NC(N)=O)sc(C)c1C	84.5	-2.9	13.1	94.7	96.2	11.4	-1.4	97.5
CC(=O)Nc1ccc(NC(=S)NC(=O)/C=C/c2ccccc2)cc1	95.4	6.8	-1.2	92.3	100.9	-10.6	-10.4	87.1
Cc1cc(C)cc(N2C(=O)CCN(Cc3ccccc3)C2=O)c1	91.9	1.4	5.0	99.6	96.4	-0.2	4.3	108.4
CCc1c(C)n([O-])c2c([n+]1=O)CCC2	107.9	0.2	-1.4	?	?	-0.8	-13.1	?
Cc1ccc(NC(=O)CNCC2CCCCC2)cc1S(=O)(=O)N(C)C	113.1	3.0	2.0	100.0	94.2	-3.2	3.0	99.7
Cc1[nH]n(C(N)=S)c(=O)c1N=Nc1cccc(Cl)c1	104.7	114.2*	6.5	99.7	101.4	-15.0	-4.5	93.1
O=C(/C=C\c1ccc(-c2cccc([N+](=O)[O-])c2)o1)N1CCOCC1	100.2	26.7	-4.1	94.6	97.1	9.3	-2.1	116.1
CC(C)CNC(=O)COC(=O)C1c2ccccc2Oc2ccccc21	133.0	5.1	-10.8	104.6	101.5	2.0	4.0	91.2
CN(C)S(=O)(=O)c1ccc(Cl)c(NC(=O)COC(=O)CN2C(=O)C3CCCCC3C2=O)c1 (stereo unspecified)	101.5	-1.2	-0.4	101.5	95.1	-4.1	4.0	112.4
N/C(=N\N=C/c1ccc(Br)cc1)N/N=C\c1ccc(Br)cc1	98.5	15.8	1.1	102.4	89.6	7.6	11.6	113.9
COc1ccc(NC(=O)C2CCCN(C(=O)c3ccc(Cl)cc3)C2)cc1Cl (stereo unspecified)	87.4	-1.6	-4.0	94.9	95.9	1.7	4.3	97.0
COCCNC(=O)/C(=C/c1ccccc1Cl)c1ccccc1	129.5	0.9	-2.9	108.9	102.0	2.0	1.1	106.8
Cc1c(Cc2ccccc2)sc(NC(=O)Cc2ccccc2)c1C(N)=O	106.0	7.4	1.0	107.8	101.7	-12.5	-7.5	94.0
CC(CCc1ccccc1)NCC(O)c1ccc(O)c(C(N)=O)c1 (stereo unspecified)	84.7	1.7	3.9	100.4	99.3	11.1	7.8	126.9
